14-3-3g Raf: modulators of 14-3-3 gamma protein binding, primary screen, biochemical, fluorescence polarization | AID 422, 2006 | 14-3-3 protein gamma (Homo sapiens), P61981 | inhibition, % at 40 µM | FP, 14-3-3gamma / TMR-pS259-Raf peptide binding | actives 0.19% (n = 160,000); in the data active means inhibition above about 30%;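 further: 0% = protein plus tracer without compound and 100% = blank with tracer alone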
Target sequence (P61981 whole entry, looked up): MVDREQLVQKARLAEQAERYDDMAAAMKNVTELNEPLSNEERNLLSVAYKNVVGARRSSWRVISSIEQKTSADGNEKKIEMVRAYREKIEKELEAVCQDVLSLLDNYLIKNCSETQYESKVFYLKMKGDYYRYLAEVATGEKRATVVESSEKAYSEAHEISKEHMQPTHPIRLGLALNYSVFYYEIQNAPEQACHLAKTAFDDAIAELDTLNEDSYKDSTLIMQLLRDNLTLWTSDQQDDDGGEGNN
An asterisk follows results filed as active; & = joins results of further samples.

canonical_smiles	14-3-3g Raf
O=C1NC(=O)C2(C(=O)N1)C(c1ccc(F)cc1)NC(=O)NC2c1ccc(F)cc1 (stereo unspecified)	-4.2
N#Cc1c(Cl)nc(N2CCOCC2)c(Cl)c1Cl	-6.3
Cc1ccc(NC(=O)CCC(=O)Nc2ccc(Cl)cc2C(=O)c2ccccc2)cc1	-6.9
CCN(CC)CCc1c(C)c2ccc(O)cc2oc1=O	9.3
NC(=O)Nc1cccc(C(F)(F)F)c1	-7.0
CCCNC(=O)c1ccc(N2CC3CC(C2)c2cccc(=O)n2C3)c([N+](=O)[O-])c1 (stereo unspecified)	5.3
O=CN1CCN(CC(=O)Nc2ccc(Cl)cc2C(=O)c2ccccc2Br)CC1	-8.2
COC(=O)c1cncn1C(C)c1ccccc1 (stereo unspecified)	1.4
CCC(=Nc1ccc(OC)cc1OC)c1c(O)n(C)c(=O)n(C)c1=O	-4.6
CC(=O)C(c1ccccc1)c1ccccc1	3.2
COc1ccccc1C=Cc1nc2ccccc2c(=O)n1-c1ccc(C)cc1	-13.3
N=c1c[n+](CC23CC4CC(CC(C4)C2)C3)[n-]o1	-3.9
CCN1CCN(Cc2ccc(OC(F)(F)F)cc2)CC1	-2.5
O=c1cccc2n1CC1CC2CN(Cc2c(Cl)cccc2Cl)C1 (stereo unspecified)	-2.0
COC(=O)CC1=C(C(=O)OC)C2(C(=O)Nc3c(C)cccc32)C(C#N)=C(N)O1 (stereo unspecified)	-6.5
Fc1ccc(N2CCN(Cc3ccc4c(c3)OCO4)CC2)cc1	-10.3
COc1ccc(CN2CCN(C(=O)Cc3ccccc3)CC2)cc1OC	-2.9
c1ccc2c(c1)[nH]c1cnccc12	-8.3
c1cc2n(c1)-c1c(ccc3c1OCO3)CNC2c1ccc2c(c1)OCO2 (stereo unspecified)	-5.1
Cc1[nH]c2c(C)ccc(F)c2c1CCN	1.0
CC12CCC(O)CC1=CCC1C2CCC2(C)C(O)C(=Cc3cccc(Br)c3)CC12 (stereo unspecified)	11.5
C=CCC1(CN2CCCCCC2=O)C(=O)NC(=O)NC1=O	-7.5
O=c1oc2ccccc2c(O)c1C(c1ccc(O)c(O)c1)c1c(O)c2ccccc2oc1=O	-25.1
CCCCn1c(O)c(C=NCCN2CCCCC2)c(=O)[nH]c1=O	4.8
CCC(C)C1N=C(c2ccccc2Cl)c2cc(Cl)ccc2N(CC(=O)N2CCCC2)C1=O (stereo unspecified)	2.4
Cc1ccc(OCCCn2cc(C(=O)C(F)(F)F)c3ccccc32)cc1	-2.3
Cc1ccc(S(=O)(=O)N2CN3CCN(C3)C2)cc1	-4.0
O=C(COc1ccccc1)N1CCN(CC2CC=CCC2)CC1 (stereo unspecified)	6.1
CN1CCC2(CC1)N1CC3(C)CN2CC(C)(C1)C3=O	1.3
Oc1ccc(Br)cc1CN1CCN(Cc2cccc(F)c2)CC1	-6.6
COC(=O)COc1cc(C)cc2oc(=O)c3c(c12)CCCC3	-6.1
CCc1ccccc1NC(=O)CSc1nnc([C@@H](N)Cc2c[nH]c3ccccc23)o1	4.2
Cc1cc2c(s1)NC(=O)CN=C2c1cccs1	0.6
c1ccc(C2CC3CC(c4ccco4)N2O3)cc1 (stereo unspecified)	-9.3&-18.4
Cc1ccc(CC2CC(=O)N(c3ccc4c(C(F)(F)F)cc(=O)oc4c3)C2=O)cc1 (stereo unspecified)	3.9
O=C(CCN1C(=O)COc2ccccc21)N1CCC2(CC1)OCCO2	-0.8
Cc1ccccc1CS(=O)(=O)Cc1ccc(C(=O)N2CCC3(CC2)OCCO3)o1	-11.4
C=CCOC(=O)C1C2NC(=S)N(CCOC)C1(C)Oc1c(OC)cccc12 (stereo unspecified)	-6.0
C=CCn1c(O)c(C(C)=NC2CC2)c(=O)[nH]c1=O	-0.7
CCCCn1c(=O)c(C(=O)Nc2nc3ccc(Cl)cc3s2)c(O)c2ccccc21	-2.9
CNc1ccc(C)cc1C(=O)c1ccc(Br)cc1	-5.2
COc1ccc(-c2nc(CSCC(=O)N3CCC4(CC3)OCCO4)c(C)o2)cc1OC	-1.2
CC1(C)CC2(CCCNC2)CCO1 (stereo unspecified)	-17.1
C(#CCN1CCOCC1)COCc1ccccc1	-0.6
O=C1C2CCCN2C(c2cccc(Cl)c2)N1c1ccccn1 (stereo unspecified)	-1.2
O=C(Cn1ncc2ccsc2c1=O)N1CCC2(CC1)OCCO2	2.9
CC(=O)OC1C2CCC1C(N1CCCC1)CC2 (stereo unspecified)	0.5
CCCCOC(=O)C1=C(N)OC2=C(C(=O)CC(C)(C)C2)C12C(=O)N(C)c1ccccc12 (stereo unspecified)	-2.7
CCOc1ccc(C(Nc2ccc(Br)cc2)P2(=O)Oc3ccccc3O2)cc1 (stereo unspecified)	3.6
O=c1c2ccccc2nc(C=Cc2ccccc2)n1-c1cccc(Cl)c1	3.7
O=c1oc2ccccc2c(O)c1C(C[N+](=O)[O-])c1c[nH]c2ccccc12 (stereo unspecified)	-26.1
OCc1cnc[nH]1	-4.3
CC(N)Cc1c[nH]c2cc3c(cc12)OCCO3 (stereo unspecified)	-11.1
Cc1cccc(OC(=O)N2CCOCC2)c1	-5.0
COc1cccc(C=Cc2nc3ccccc3c(=O)n2-c2ccc(F)cc2)c1OC	10.5
COc1ccc(C=Cc2nc3ccccc3c(=O)n2-c2ccccc2[N+](=O)[O-])cc1	6.9
CCOP(=O)(C#CC(C)(C)C)C(C)(O)c1ccccc1 (stereo unspecified)	-10.4
O=[N+]([O-])c1ccc(Cl)c2nonc12	-36.8
CC(C)C1(C)N=C(c2nc3ccccc3cc2C(=O)O)NC1=O (stereo unspecified)	3.0
CCCOC(=O)COc1cc(C)cc2oc(=O)c3c(c12)CCCC3	1.2

Three entries from above, ordered by length of the SMILES, rising.
canonical_smiles	14-3-3g Raf
O=C(Cn1ncc2ccsc2c1=O)N1CCC2(CC1)OCCO2	2.9
CCCCn1c(=O)c(C(=O)Nc2nc3ccc(Cl)cc3s2)c(O)c2ccccc21	-2.9
Cc1ccc(CC2CC(=O)N(c3ccc4c(C(F)(F)F)cc(=O)oc4c3)C2=O)cc1 (stereo unspecified)	3.9

The list continues:
canonical_smiles	14-3-3g Raf
CCCCn1c(C)c(C(=O)O)c2cc(OC)ccc21	-0.3
CCCCC12CNCC(C)(CNC1)C2=O	8.6
COc1ccccc1CN1CCN(C(=O)Cc2ccccc2)CC1	-3.2
COc1ccc(CNCCC2(c3ccccc3)CCOC(C)(C)C2)cc1OC (stereo unspecified)	3.9
CC1=C(C(=O)OC(C)(C)C)C2(C(=O)Nc3ccccc32)C(C(=O)OC(C)(C)C)=C(N)O1 (stereo unspecified)	1.6
CC(=O)Oc1ccc(C(=O)Nc2ccc(Cl)cc2C(=O)c2ccccc2)cc1	1.4
CC(=O)c1c(O)n(C)c(=S)n(-c2ccccc2)c1=O	-8.9
Cc1ccc2c(c1)c(=O)c1c3n2CCN(CC#N)C3CC1 (stereo unspecified)	-8.0
O=C(Cn1ncc2c3ccccc3n(Cc3ccc(F)cc3)c2c1=O)N1CCC2(CC1)OCCO2	-5.6
O=C1CSC(c2ccc(Cl)cc2)c2c(-c3ccccc3)nn(-c3ccccc3)c2N1 (stereo unspecified)	-0.5
C#CCN1C(=O)C2(C(C#N)=C(N)OC(C)=C2C(=O)OCc2ccccc2)c2ccccc21 (stereo unspecified)	-4.9
O=C(OCCN1CCOCC1)C1(c2ccccc2)CCCC1	6.2
O=C(O)C1(c2ccc(Cl)cc2)CCC1	6.9
COCCn1cc(C(=O)N2CCC3(CC2)OCCO3)c2c3ccccc3n(C)c2c1=O	-3.1
Fc1nc(N2CCNCC2)c(F)c(Sc2ccc(Cl)cc2)c1F	-1.2
Nc1ncc([N+](=O)[O-])cc1[N+](=O)[O-]	-10.1
COc1ccc(N2CCN(C(CNC(=O)Oc3ccccc3)c3cccnc3)CC2)cc1 (stereo unspecified)	-5.0
Cc1ccc(C2C=C(c3cccnc3)Nc3ncnn32)cc1 (stereo unspecified)	4.6
CCCCCn1c(=O)c(C(=O)NCc2ccncc2)c(O)c2ccccc21	-9.2
CCCCCCN=C(CC)c1c(O)n(CCCC)c(=O)[nH]c1=O	-3.2
CCC(=NCc1ccco1)c1c(O)n(Cc2ccccc2)c(=O)[nH]c1=O	-17.5
Cc1ccc2c(c1)CC1(CN2C)C(=O)NC(=O)N(c2ccccc2C)C1=O (stereo unspecified)	1.4
FC(F)(F)C1(C(F)(F)F)NC2C(Cl)CC1C2Cl (stereo unspecified)	0.2
Cc1ccc2c(c1)C1CN(C)CCC1N2C(=O)CCCCl (stereo unspecified)	-0.4
CCOC(=O)C1C2NC(=S)N(CCc3ccccc3)C1(C)Oc1c(OCC)cccc12 (stereo unspecified)	0.6
CC1(O)C[C@]2(C)N(O)C3CCCC[C@@H]3N2O1 (stereo partly specified)	-9.4
CN(C)C(=O)CSc1nnc([C@@H](N)Cc2ccccc2)o1	-8.4
CCCn1ncc(C(=O)O)c1C	-3.9&-4.5
CCCCN1C(=N)C(CC)(CC)C(=O)NC1=O	0.9
CN1CCN2c3ccccc3CC3(C(=O)N(C)C(=O)N(C)C3=O)C2C1 (stereo unspecified)	2.8
Cc1o[nH]c(=O)c1CC(N)C(=O)O (stereo unspecified)	-2.2
Cc1nc2cc(C(=O)N3CCC4(CC3)OCCO4)ccc2n1-c1cccc(F)c1	1.2
O=c1cccc2n1CC1CC2CN(c2nc3ccccc3nc2C(F)(F)F)C1 (stereo unspecified)	-3.0
Cc1ccc(NC(=O)CSc2nnc([C@@H](N)Cc3c[nH]c4ccccc34)o2)c(C)c1	1.4
CCN(CC)c1ccc(N=Cc2c(O)n(-c3ccccc3C)c(=O)[nH]c2=O)cc1	-15.0
CN(C)c1ccc(C=Cc2nc3ccccc3c(=O)n2-c2ccccc2)cc1	-10.9
CCOC(=O)C1SC2(C(F)F)CC1(O)c1c(c(OC)c3occc3c1OC)O2 (stereo unspecified)	-8.5
Oc1ccc2c3c1O[C@H]1c4oc5ccccc5c4C[C@@]4(O)C(C2)N(CC2CC2)CCC314 (stereo partly specified)	-3.4
CCOC(=O)c1c(N)n(Cc2ccccc2)c2nc3ccccc3nc12	3.7&-7.7
NCC1(c2ccc3c(c2)OCCO3)CCCC1	-4.0
CC(C)c1ccccc1OCC(=O)Nc1ccc(Cl)cc1C(=O)c1ccccc1	-6.7
CCc1ccc(CN2CCN(Cc3ccc(OC)cc3)CC2)cc1	-6.1
Cc1ccc(NC(=O)CN2C(=O)C(C)N=C(c3ccccc3)c3ccccc32)c(Cl)c1 (stereo unspecified)	-3.4
O=c1c2ccccc2nc(N2CCCC2)n1-c1ccc(Cl)cc1	-4.6
CC1CC(NC(=O)C2C3CCC(O3)C2C(=O)O)CC(C)(C)C1 (stereo unspecified)	0.5
Clc1cccc(CN2CCN(Cc3cccc(Br)c3)CC2)c1	-2.0
Cc1cc([P+](=O)O)c(C)n1-c1ccc(Br)cc1	-3.3
COCCOC(=O)c1c(N)n(Cc2ccccc2)c2nc3ccccc3nc12	-6.3
COc1ccc(CNCCc2ccc3c(c2)OCO3)cc1Br	-0.6
CCCCn1c(O)c(C(C)=Nc2c(C)n(C)n(-c3ccccc3)c2=O)c(=O)[nH]c1=O	0.6
COc1ccc(Br)cc1CN1CCN(CCO)CC1	1.9
Nc1ccncc1	-7.9
COc1ccc(CN2C(=O)CC(=O)NC2=O)cc1	-9.8
CCc1c(C(=O)OC)ncc2[nH]c3cc(OC)c(OC)cc3c12	-4.3
CCC(C(=O)Nc1cccc(OC)c1)N1C(=O)CN=C(c2ccccc2)c2ccccc21 (stereo unspecified)	-4.4
C(=NC12CN3CN(CN(C3)C1)C2)c1cccnc1	0.9&-2.6
OC12CCCCC1CNCC2 (stereo unspecified)	1.4
COc1ccc(-n2c(O)c(C(C)=NC3CC3)c(=O)[nH]c2=O)cc1	-5.0
CCOC(=O)c1c(NC(=O)C(c2ccccc2)c2ccccc2)sc2c1C1CCN2CC1	-5.9
Cc1[nH]c2cc3c(C(F)(F)F)cc(=O)[nH]c3cc2c1C	-14.2

Next section:
canonical_smiles	14-3-3g Raf
O=C1C2CCCN2C(c2ccccc2)N1c1ccccn1 (stereo unspecified)	-4.6
O=C1NC(=O)C2(Cc3ccccc3N3CCCC32)C(=O)N1c1ccccc1 (stereo unspecified)	-3.7
CC1(C)C(C(=O)Nc2cccc(Br)c2)C1(C)C	-1.1
CC1CN=C(NCc2ccncc2)S1 (stereo unspecified)	3.7
CN(C)C(=O)Nc1cccc(OC(=O)N(C)C)c1	-3.2
CC(=NCc1ccco1)c1c(O)n(C)c(=O)n(C)c1=O	-4.4
O=S(=O)(c1ccc(Cl)cc1)N1CN2CCN(C2)C1	1.8
COc1ccc(-n2c(C)nc3ccc(Br)cc3c2=O)cc1	-8.0
COc1cc(OC)cc(C(=O)Nc2ccc(Cl)cc2C(=O)c2ccccc2)c1	7.4
O=c1[nH]c(=O)n(CCc2ccccc2)c(O)c1C=NCCCn1ccnc1	-6.6
CCSc1nc2ccccc2c(=O)n1-c1ccccc1OC	2.5
O=C(O)C1CN2CCC1CC2 (stereo unspecified)	6.2
CCC(=NCCC1=CCCCC1)c1c(O)[nH]c(=O)[nH]c1=O	-7.4
O=C(COc1ccccc1)N1CCN(C/C=C/c2ccccc2)CC1	-0.2

Reprinted at random: 4 records from the list
canonical_smiles	14-3-3g Raf
COc1cc(OC)cc(C(=O)Nc2ccc(Cl)cc2C(=O)c2ccccc2)c1	7.4
CC1CN=C(NCc2ccncc2)S1 (stereo unspecified)	3.7
O=C1NC(=O)C2(Cc3ccccc3N3CCCC32)C(=O)N1c1ccccc1 (stereo unspecified)	-3.7
O=C1C2CCCN2C(c2ccccc2)N1c1ccccn1 (stereo unspecified)	-4.6

From PubChem

Only part of the results is shown; the hit share may differ from the screen's.
